Compound activity (PubChem BioAssay)
S2 tox = Viability Counterscreen for Primary qHTS for Inhibitors of ATXN expression. S2 cells (HEK-293 line with an ATXN2-luciferase reporter) viability, CellTiter-Fluor protease fluorescence, 24 h. Potency, µM (titrated, usually from 56.7 µM), usual class: cytotoxic. hit rate 0.49% among 400,000. AID 651635, 2014; further: potency means the concentration at half of the fitted maximal effect; nearly all actives have a fitted effect of over 40% in size
Nrf2 inh = Nrf2 qHTS screen for inhibitors | A549 ARE-Fluc reporter, luciferase luminescence, 18-24 h | Potency, µM (doses to about 46 µM), without a hit: at the top dose activity change, negative = inhibition, actives largely listed as inhibitors | hit rate 2.1% among 360,000 | AID 504444, 2011; further: potency means the concentration at half of the fitted maximal effect; on the % scale 0 is the no-effect control and ±100 the full control effect; nearly all actives have a fitted effect of over 60% in size
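Nrf2 activity is the BugLite luminescence, read 15 min after reagent at room temperature, following CellTiter-Fluor cytotoxicity readout (30 min, 37C). Compound titrations were applied for 18-24 h to 5000 A549 ARE_Fluc cells/well in 5% FBS OPTI-MEM.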
EPAC2 agonist = qHTS for Agonist of cAMP-regulated guanine nucleotide exchange factor 4 (EPAC2): primary screen | Rap guanine nucleotide exchange factor 4 (Homo sapiens), Q8WZA2 | EPAC2 activation, biochemical qHTS; response scale: 100% = 6.5 mM cAMP response | Potency, µM (series often up to 154 µM), for inactives: top-dose activation, usual class: activators | hit rate 0.079% among 360,000; further: potency means the concentration at half of the fitted maximal effect; nearly all actives have a fitted effect of over 50% in size
Target sequence (Q8WZA2 whole entry, looked up): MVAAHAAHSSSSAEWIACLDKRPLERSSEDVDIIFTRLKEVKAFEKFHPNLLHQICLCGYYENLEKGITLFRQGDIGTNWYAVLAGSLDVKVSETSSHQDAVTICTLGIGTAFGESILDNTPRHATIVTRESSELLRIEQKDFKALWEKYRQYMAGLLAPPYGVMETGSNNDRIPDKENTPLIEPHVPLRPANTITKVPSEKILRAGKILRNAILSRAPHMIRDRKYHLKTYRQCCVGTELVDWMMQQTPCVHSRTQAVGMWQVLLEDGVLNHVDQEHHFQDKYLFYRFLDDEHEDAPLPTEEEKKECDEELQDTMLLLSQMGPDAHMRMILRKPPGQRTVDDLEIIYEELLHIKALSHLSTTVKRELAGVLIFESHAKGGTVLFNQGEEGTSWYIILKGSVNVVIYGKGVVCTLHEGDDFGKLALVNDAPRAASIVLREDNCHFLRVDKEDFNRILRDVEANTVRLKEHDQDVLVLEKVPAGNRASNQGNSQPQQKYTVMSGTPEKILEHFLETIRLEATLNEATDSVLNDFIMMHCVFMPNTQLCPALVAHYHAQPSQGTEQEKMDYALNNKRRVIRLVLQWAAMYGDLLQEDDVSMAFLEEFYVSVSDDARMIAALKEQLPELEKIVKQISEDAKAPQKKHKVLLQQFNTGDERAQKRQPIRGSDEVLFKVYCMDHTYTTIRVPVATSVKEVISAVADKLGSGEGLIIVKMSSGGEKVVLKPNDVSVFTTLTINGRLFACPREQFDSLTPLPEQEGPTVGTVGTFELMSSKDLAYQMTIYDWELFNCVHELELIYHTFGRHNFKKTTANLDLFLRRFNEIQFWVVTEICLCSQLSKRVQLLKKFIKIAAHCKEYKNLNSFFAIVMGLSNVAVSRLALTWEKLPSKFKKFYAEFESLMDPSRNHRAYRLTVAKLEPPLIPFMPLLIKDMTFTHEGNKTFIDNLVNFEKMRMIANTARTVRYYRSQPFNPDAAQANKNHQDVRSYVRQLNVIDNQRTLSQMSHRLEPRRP
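Readout is BODIPY fluorescence (480 nm excitation, 540 nm emission), which falls as labeled GDP is exchanged off Rap1B. EPAC2 at 100 nM acted on 250 nM RAP1B-BODIPY-GDP with 50 uM GDP present.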
ATXN2 expr inh = Primary qHTS for Inhibitors of ATXN expression; HEK-293 ATXN2-luciferase reporter, luminescence, 24 h; Potency, µM (series often up to 57 µM), for the others: top-dose activity change, negative = inhibition, actives largely listed as inhibitors; hit rate 0.72% among 360,000; further: potency means the concentration at half of the fitted maximal effect; on the % scale 0 is the no-effect control and ±100 the full control effect; nearly all actives have a fitted effect of over 55% in size
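ATXN2-luciferase reporter cells (luciferase flanked by upstream and downstream ATXN2 gene portions) were treated 24 h at 37 °C with compounds at up to 57 uM. SteadyGlo luminescence gave expression; GF-AFC fluorescence gave viability.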
Nrf2 activator = qHTS of Nrf2 Activators. AREc32 ARE-luciferase reporter (MCF7-derived line), luminescence, 24 h. Potency, µM (top dose mostly 46.1 µM), inactives show at the top dose activation, most hits filed as activators. hit rate 0.31% among 410,000; further: potency means the concentration at half of the fitted maximal effect; % of control where 0% means no effect; nearly all actives have a fitted effect of over 65% in size
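Nrf2 activation is followed as ARE-luciferase induction in the AREc32 line after one day of compound treatment; luminescence is read with Steady-Glo.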
HepG2 viability = qHTS for Inhibitors of TGF-b: Cytotox Counterscreen | hit rate 0.76% among 410,000 | HepG2 CAGA-GFP viability, ATP luminescence, 18 h | AID 588856, 2011 | Potency, µM (doses to about 46.1 µM), for inactives: at the top dose activity change, negative = cytotoxicity, actives largely listed as cytotoxic; further: potency means the concentration at half of the fitted maximal effect; some results filed as inactive show a strong effect at the top dose
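HepG2 CAGA-GFP cells (1000/well, DMEM with 1% FBS) received compound, then TGF-beta at 500 pg/mL final, and were incubated 18 hours at 37 degrees C. Viability was read by CellTiter-Glo luminescence. Media-only wells were set as complete cell-killing and DMSO as no toxicity.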
IL2 activator = qHTS of IL-2 Activators | IL-2 activation reporter assay, cell-based qHTS; stimulated with anti-CD3/CD4/CD28 beads; in transgenic mouse T cells | activation, % (series mostly up to about 46 µM) | hit rate 0.065% among 360,000 | AID 652025, 2013; in the data active means activation above about 50%; inconclusive means mostly about 30% to 49%; further: 0% is about no effect
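Unstimulated transgenic mouse T cells preincubated 60 min with compound, then stimulated with anti-CD3/anti-CD4-coated beads plus anti-CD28 for 18 h at 37 degrees C. IL-2 response read as EGFP and DsRed fluorescence by plate cytometry.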
A549 viability = Nrf2 qHTS screen for inhibitors: counterscreen for cytotoxicity. Potency, µM (series often up to 46 µM), for the others: top-dose activity change, negative = cytotoxicity, most hits filed as inhibitors. A549 ARE-Fluc cells, CellTiter-Fluor viability, 18-24 h. hit rate 0.16% among 390,000; further: potency means the concentration at half of the fitted maximal effect; on the % scale 0 is the no-effect control and ±100 the full control effect
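A549 ARE-Fluc cells in 5% FBS OPTI-MEM, 5000 cells/well, rested 2 h then exposed to compounds in concentration-response for 18-24 h at 37 °C. Viability by CellTiter-Fluor fluorescence (Ex 405/Em 525) after 30 min; luciferase luminescence (BugLite, 15 min, RT) read afterwards.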
TGFb inhibitor = qHTS for Inhibitors of TGF-b; HepG2 CAGA-GFP TGF-b/SMAD3 reporter, GFP fluorescence, 18 h; TGF-beta stimulated, 500 pg/mL final; Potency, µM (series often up to 46.1 µM), without a hit: top-dose activity, negative = inhibition, most hits filed as inhibitors; hit rate 1.2% among 410,000; further: potency means the concentration at half of the fitted maximal effect; on the % scale 0 is the no-effect control and ±100 the full control effect; nearly all actives have a fitted effect of over 65% in size
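HEPG2 CAGA-GFP reporter cells (1000/well, DMEM with 1% FBS) received compounds, then recombinant TGF-beta at 500 pg/mL final for 18 hours at 37 degrees C. Per-cell GFP summed per well was normalised to unstimulated and stimulated DMSO controls before curve fitting.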
* hit, by the source's call; i = inactive; ? = inconclusive; . = not tested or not shown; & = joins results of further samples; [ ] = another dose, or the depositor's remark. Unless noted, the call rests on the fitted dose curve; in most records, active means well fitted curve in the direction sought with a large enough effect; inconclusive means small, poorly fitted or top-dose-only effect, or another doubt; inactive means no such curve, though single readings can be large; an effect the other way counts as inactive or inconclusive. No enrichment for hits, and some 4.3% of all compounds hit somewhere here.

Start of the listing, in advance, two compounds:
SMILES | S2 tox | Nrf2 inh | EPAC2 agonist | ATXN2 expr inh | Nrf2 activator | HepG2 viability | IL2 activator | A549 viability | TGFb inhibitor
COc1ccc(NC(=O)C2(C)CCN2Cc2csc3ccccc23)cc1OC (configuration not stated) | ? | . | 10% | ? | 0.3% | -18% | -1.0 | . | 2%
CCOC(=O)c1cc2c(=O)n3ccccc3nc2n(Cc2ccco2)c1=NC(=O)c1ccc(OCC)cc1 | i | 4%[9.27 µM] | . | 3% | 3.3% | -3% | . | 0% | 0%

Results, from the start:
SMILES | S2 tox | Nrf2 inh | EPAC2 agonist | ATXN2 expr inh | Nrf2 activator | HepG2 viability | IL2 activator | A549 viability | TGFb inhibitor
COc1ccc(NC(=O)C2(C)CCN2Cc2csc3ccccc23)cc1OC (configuration not stated) | ? | . | 10% | ? | 0.3% | -18% | -1.0 | . | 2%
CCOC(=O)c1cc2c(=O)n3ccccc3nc2n(Cc2ccco2)c1=NC(=O)c1ccc(OCC)cc1 | i | 4%[9.27 µM] | . | 3% | 3.3% | -3% | . | 0% | 0%
COCCNc1c2c(nc3c(-c4ccccc4)c(C)nn13)CCC2 | i | -25% | 8% | -16% | 1.1% | 9% | 4.6 | -2% | -2%
Cc1ccc(OCC(=O)N/N=C\c2cccn2C)c([N+](=O)[O-])c1 | i | -6% | 3% | 36% | 2.2% | -13% | -0.1 | -8% | -28%
Cc1cc2c(cc1S(=O)(=O)N1CC(C)CC(C)C1)OCC(=O)N2 (configuration not stated) | i | -6% | -1% | -10% | 0.4% | -1% | -3.5 | -8% | 10%
COc1cc([N+](=O)[O-])ccc1NC(=O)CCCOc1cccc(C)c1 | i | ? | 6% | -5% | 0.2% | -29% | 0.1 | -13% | ?
Cc1ccccc1N1CCN(C2CCCN(C(=O)CCc3c(C)noc3C)C2)CC1 (configuration not stated) | i | -19% | 11% | -19% | -0.1% | -23% | -2.0 | 7% | 0%
COc1ccc(N2C(=O)CCC(C(=O)Nc3cccc(C)n3)C2c2ccc(OC)c(OC)c2)cc1 (configuration not stated) | i | -7% | -1% | -11% | -0.5% | 4% | 0.6 | 2% | -1%
CC1=C(C(=O)OC(C)C)C(c2ccc(O)cc2)NC(=O)N1 (configuration not stated) | i | -4% | 1% | 6% | 0.1%[9.22 µM] | 3% | -3.7 | -14% | 8%
CC(C(=O)N=Nc1c(O)[nH]c2ccccc12)n1cnc2ccccc2c1=O (configuration not stated) | i | 4% | 12% | -9% | 0.2% | -5% | 0.3 | 3% | -2%
Cc1ccc2oc(=O)c3cnn(CC(=O)NCCCOC(C)C)c3c2c1 | i | -5% | 1% | 0% | -0.3% | -16% | -2.1 | 12% | 0%
COc1ccc(-c2noc(CCC(=O)Nc3ccc(C)c(C)c3)n2)cc1 | i | ? | 5% | 0% | 0.3% | -29% | 1.9 | -5% | -15%
CC(C)C[C@H](NC(=O)c1ccc(OC2CCN(C(=O)C3CC3)CC2)cc1)C(N)=O | i | ? | 4% | 3% | 2.2% | 0% | -1.9 | -10% | 4%
O=c1[nH]c2ccc(NCc3ccc(-c4ccc(Cl)cc4)o3)cc2[nH]1 | i | 4% | . | -4% | 6.3% | -26% | . | 1% | -15%
COc1ccc(/C=N/NC(=S)Nc2cccc(C(=O)O)c2)cc1 | i | ? | 7% | -13%[11.3 µM] | -1.5% | -1% | -2.0 | -1% | 0%
CC(C)Oc1ccc(/C=N/NC(=O)c2ccc(N(Cc3ccccc3)S(C)(=O)=O)cc2)cc1 | i | 15% | -4% | 27% | 4.4% | 6% | 0.4 | 1% | -1%
CC(OC(=O)Cc1ccc(F)cc1)C(=O)N1CCc2ccccc21 (configuration not stated) | i | 4% | 18% | 5% | -0.9% | 1% | -3.4 | 0% | 8%
O=C(COC(=O)C1CC(=O)N(Cc2ccco2)C1)Nc1ccc(F)cc1F (configuration not stated) | i | 7% | -4% | . | 0.0% | 7% | 2.8 | -1% | 1%
C#Cc1ccc([C@H]2C=C(C(=O)Nc3ccccc3)O[C@@H](OCc3ccc(CO)cc3)C2)cc1 | i | 6% | 13% | -21% | 6.4% | -9% | -0.3 | 0% | -13%
CC(=O)N1c2ccc(S(=O)(=O)N3CCC(C(=O)Nc4ccc(C)cn4)CC3)cc2CC1C (configuration not stated) | i | 15µM* | 0% | ? | 0.4% | -32% | 4.9 | -10% | ?
O=C1C=C(c2ccccc2)C(O)(c2ccccc2)C1 (configuration not stated) | i | -22% | 4% | 0% | 0.3% | -1% | -0.4 | -3% | -1%
COc1cc(C(=O)n2nc(C)c(Sc3ccc(Cl)cc3)c2C)cc(OC)c1OC | . | 1% | . | . | 0.1% | -21% | . | 5% | -26%
CO/N=C(\C(=O)N[C@@H]1C(=O)N2C(C(=O)O)=C(COC(N)=O)CS[C@H]12)c1ccco1 | i | 7% | -1% | 7% | 2.4% | -1% | 0.3 | -6% | 5%
CCCn1nnnc1NCc1ccc(F)cc1 | ? | 0% | 10% | . | 0.0% | 27% | 0.3 | -3% | 18%
CC(=O)Nc1cc2c(cc1NC(=O)Cn1nnc(-c3ccc(C)o3)n1)OCCO2 | i | 9% | 5% | -5% | 0.2% | -22% | 1.5 | 3% | 0%
O=C(Nc1ccc(S(=O)(=O)N2CCOCC2)cc1)c1ccc([N+](=O)[O-])s1 | i | -5% | 4% | -26% | ? | -21% | -0.7 | -10% | 4.5µM*
O=C(Cn1cccc1C(=O)c1ccccc1)NCc1ccc(F)cc1 | i | ? | -5% | 12% | -0.5%&0.2% | 4%&4% | -1.4 | 3%&8% | -2%
CCC1CCCCN1CCCNC(=O)c1nn(C)c2c1CS(=O)(=O)c1ccccc1-2 (configuration not stated) | i | 1% | 5% | -2% | 0.2% | 3% | 0.8 | -1% | 8%
Cc1ccc(NS(=O)(=O)c2cccc(C(=O)NC3CCN(Cc4ccccc4)CC3)c2)c(C)c1 | i | 21µM* | -5% | ? | 0.4% | -57% | -0.1 | ? | ?
O=C(Cc1cccc2ccccc12)Nc1ccc(O)cc1C(=O)O | i | 2% | 2% | -2% | 0.0% | 17% | -0.3 | -4% | -9%
Cc1ccc2c(c1)C1CC(C)(O2)N(c2cccc(C(=O)NC3CCN(Cc4ccccc4)CC3)c2)C(=O)N1 (configuration not stated) | i | -4% | 8% | 0% | -0.3% | -12% | -3.2 | -7% | -2%
O=C(COC(=O)c1ncc(Cl)c(Cl)c1Cl)NC1CCCCCC1 | i | 7% | -5% | -4% | 3.5% | 1% | -4.4 | 4% | 0%
O=C(O)CCCN1C(=O)C2C3C=CC(C2C1=O)C1C(=O)N(CCCC(=O)O)C(=O)C31 (configuration not stated) | i | -10% | -1% | 1% | 0.3% | 13% | 0.5 | -14% | 8%
CCCCSc1nnc2c(n1)OC=Nc1ccccc1-2 | i | 14% | 12% | . | -1.0% | -6% | -0.1 | -6% | -9%
Cc1ccc(-c2nnn(CC(=O)N(CCN3CCOCC3)C(C(=O)NC(C)(C)C)c3ccco3)n2)cc1 (configuration not stated) | i | 0% | 12% | -10% | 0.2% | -5% | 0.8 | 3% | -2%
O=C(O)CC(c1ccc(Br)cc1)N1Cc2ccccc2C1=O (configuration not stated) | i | -8% | 7% | 7% | -0.7% | 10% | 0.4 | 0% | 2%
CN(C)c1ccc(NC(=O)CSc2nc(N)c(C(=O)Nc3ccc(N(C)C)cc3)s2)cc1 | i | ? | -9% | 18% | 2.0% | -20% | -4.6 | ? | -17%
Cc1ccccc1OCC(=O)OC(C(=O)c1ccccc1)c1ccccc1 (configuration not stated) | i | 2% | 3% | 6% | 0.3% | 38% | -0.5 | -1% | 14%
O=C(O)c1cc(S(=O)(=O)Nc2cccc3ccccc23)c(Cl)cc1Cl | i | 3% | 13% | -9% | 0.2% | -20% | -3.0 | -1% | -4%
Cc1occc1C(=O)NC1CCCN(Cc2ccc(CC(C)C)cc2)C1 (configuration not stated) | i | -20% | -7% | ? | 0.3% | -47% | -4.0 | 1% | ?
Cc1ccc(-n2ncc(C(=O)NCc3ccc4c(c3)OCO4)c2NC(=O)c2ccco2)cc1C | i | ? | 5% | -10% | -0.4% | 0% | -0.3 | 1%[1.84 µM] | -2%
COc1ccc(C(=O)Nc2ccc(S(=O)(=O)Nc3nccnc3OC)cc2)cc1OC | i | 10% | -5% | 7% | -0.8% | 12% | 0.4 | 5% | -6%
CCN(CC)C(=O)Nc1c(C)n(C)n(-c2ccccc2)c1=O | i | 15% | -2% | 4% | -0.6% | 1% | -0.4 | -5% | 21%
O=C(NCc1cccnc1)C1c2ccccc2C(=O)N1Cc1ccco1 (configuration not stated) | i | -5% | 7% | -3% | -0.3% | -7% | -3.2 | 8% | 3%
O=c1cc(N2CCc3ccccc3C2)[nH]c(=O)n1-c1ccccc1Cl | i | 12% | -4% | -21% | 0.6% | -2% | -1.2 | 10% | 1%
Cc1nc(N2CCN(c3ccccn3)CC2)c2c(C)c(C(=O)Nc3ccc(Br)cc3C)sc2n1 | ? | 13% | 1% | 0% | 0.1% | 21% | -0.5 | 0% | 5%

A run of entries taken from the entries so far, for reference:
SMILES | S2 tox | Nrf2 inh | EPAC2 agonist | ATXN2 expr inh | Nrf2 activator | HepG2 viability | IL2 activator | A549 viability | TGFb inhibitor
CN(C)c1ccc(NC(=O)CSc2nc(N)c(C(=O)Nc3ccc(N(C)C)cc3)s2)cc1 | i | ? | -9% | 18% | 2.0% | -20% | -4.6 | ? | -17%
Cc1ccccc1OCC(=O)OC(C(=O)c1ccccc1)c1ccccc1 (configuration not stated) | i | 2% | 3% | 6% | 0.3% | 38% | -0.5 | -1% | 14%
